# MITF TRPM1 inh: inhibitors of MITF-dependent TRPM1 promoter reporter, primary screen, cell-based, SK-MEL-5, single point, luciferase; actives 0.83% (n = 330,000); SK-MEL-5 TRPM1 promoter luciferase, 24 h; inhibition, % at 12.5 µM;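 active = mean inhibition across replicates of 60% or more, whatever share of single replicates reaches that level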; note: values of inactives mirror those of a sister screen read the other way
# CF NFkB block: inhibitors of PAF-induced NF-kB signaling, primary screen, cell-based, GFP fluorescence, uHTS; KKLEB NF-kB-GFP reporter, GFP fluorescence overnight; actives 0.86% (n = 360,000); inhibition, % at 5 µM; AID 588850, 2011;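 active = at least 50% inhibition at 5 µM, scaled per plate between neutral and stimulator controls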;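 note: PAF is a Pseudomonas aeruginosa culture filtrate used as stimulus; plate controls were PAF-stimulated DMSO wells for no effect and unstimulated DMSO wells for full effect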
# hiPSC survival: enhancers of single-cell hiPSC survival, primary screen, ATPlite luminescence. 100% = ROCK inhibitor wells, 0% = DMSO. survival enhancement, % at 20 µM. actives 0.044% (n = 360,000); in the data active = survival enhancement above about 18%;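 note: cells exposed to compounds for 16 hours before the ATP read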
# HIF-2a inh: HIF-2a reporter inhibitors, primary screen, luminescence, 786-0 RCC cells; 786-0 RCC cells HIF-2a reporter, luciferase luminescence, overnight; inhibition, % at 18.8 µM; actives 0.72% (n = 360,000);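 active = inhibition of the luminescence signal of 40% or more relative to plate controls, in a single-dose primary screen at 18.75 µM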
# TWEAK Fn14 block: inhibitors of TWEAK-Fn14 signaling, primary screen, luciferase reporter cells, uHTS; TWEAK-stimulated Fn14 reporter cells, luciferase luminescence, 8 h; inhibition, % at 10 µM; actives 2% (n = 360,000); AID 1159606, 2016; in the data active = inhibition above about 50%
# KKLEB tox: cytotoxicity in KKLEB CF airway cells, primary screen, cytotoxicity control for CF NF-kB inhibitor project, cell-based, uHTS, fluorescence assay plates | AID 602141, 2011 | actives 0.36% (n = 360,000) | KKLEB CF airway cells viability, ATPlite luminescence, overnight; active compounds read low; cells stimulated with P. aeruginosa culture filtrate | activity change (cytotoxicity), % at 5 µM;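 active = corrected activity change at or below -50% at 5 µM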
# Peg3 promoter: Peg3 promoter-driven luciferase inhibitors, primary screen, cell-based, HeLa, luciferase luminescence; HeLa PEG-Prom luciferase reporter, overnight; inhibition, % at 20 µM; actives 1.7% (n = 360,000);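 active = inhibition of at least 50% at 20 µM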
# aDG glyco act: activators of alpha-DG glycosylation, primary screen, uHTS, Pro5-aDG cells, AlphaScreen | alpha-DG glycosylation AlphaScreen (IIH6); 0% Pro5, 100% B10-LARGE cell signal | activation, % at 10 µM | actives 0.22% (n = 360,000);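 active = activation of at least 8% versus controls, or a plate z-score of at least 8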;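 note: Pro5 are CHO cells carrying HIG-tagged alpha-DG that lacks glycosylation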
# Shn3 inh set2: reduction of Shn3 3'UTR firefly luciferase signal, primary screen, Schnurri-3 inhibitor project, cell-based, Clone20 osteoblasts, set 2. actives 0.52% (n = 360,000). Clone20 osteoblast Shn3 3'UTR firefly luciferase, 24 h. inhibition, % at 12.5 µM;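 active = mean inhibition of at least 75% with every replicate also reaching 75%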;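 note: 0% = median of neutral control wells and 100% = pilot-screen positive control compound; some compounds past the cut are filed as inactive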
# NR2E3 ag-1: inhibitors of NR2E3-RetCOR corepressor binding, primary screen, NR2E3 agonist project, biochemical, TR-FRET, GST-NR2E3, biotin-RetCOR; 1536-well; AID 2300, 2010; Photoreceptor-specific nuclear receptor (Homo sapiens), Q9Y5X4; actives 0.12% (n = 320,000); inhibition of corepressor binding, % at 4.78 µM;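 active = percent inhibition above the cutoff of mean plus 3 SD of all tested compounds, set per screening campaign, cut at about 20% in these data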;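 note: 0% = DMSO wells and 100% = biotin wells as full block of FRET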
# Target sequence (Q9Y5X4 whole entry, looked up): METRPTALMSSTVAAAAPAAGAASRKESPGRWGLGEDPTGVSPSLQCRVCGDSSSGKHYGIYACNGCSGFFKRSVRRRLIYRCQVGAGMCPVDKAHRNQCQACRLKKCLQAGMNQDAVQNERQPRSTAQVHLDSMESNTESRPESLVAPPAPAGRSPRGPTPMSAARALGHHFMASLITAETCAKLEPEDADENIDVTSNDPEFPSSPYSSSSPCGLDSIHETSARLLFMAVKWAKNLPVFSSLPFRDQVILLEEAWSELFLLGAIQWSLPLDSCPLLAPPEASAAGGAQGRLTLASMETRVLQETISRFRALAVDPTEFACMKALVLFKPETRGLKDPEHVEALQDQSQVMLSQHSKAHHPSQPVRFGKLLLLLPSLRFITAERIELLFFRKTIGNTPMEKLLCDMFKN
#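 Format: 1536-well format; test system: GST-NR2E3 and biotin-RetCOR proteins; read-out basis: percent inhibition of TR-FRET ratio; timing: 5 h incubation at 4 °C; detection: time-resolved FRET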
# NR2E3 ag-2: NR2E3 agonists in two-hybrid cells, primary screen, cell-based, luminescence, CHO-S, Gal4-NCOR/VP16-NR2E3; luciferase; inhibition of corepressor binding, % at 3.98 µM; actives 0.35% (n = 360,000); AID 602229, 2012;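 active = inhibition above the mean of all tested compounds plus 3 SD, cut at about 70% in these data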;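 note: 0% = DMSO with NR2E3 transfected cells and 100% = cells lacking NR2E3 construct; higher means lower luciferase signal from less NR2E3 corepressor binding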
# * marks the source's active call; other numbers are inactive results; · = no result given.
# Preview, 7 compounds:
SMILES,MITF TRPM1 inh,CF NFkB block,hiPSC survival,HIF-2a inh,TWEAK Fn14 block,KKLEB tox,Peg3 promoter,aDG glyco act,Shn3 inh set2,NR2E3 ag-1,NR2E3 ag-2
CCCCOC(=O)N/N=C/C=C/c1ccccc1,-30,-3,1.1,-133,-18,9,-159,-0.1,0,0,-32
Cc1cc(C)n(-c2ccc([N+](=O)[O-])cc2-c2nn[nH]n2)n1,-6,-72,2.2,17,-6,13,6,-0.1,-28,-1,9
COc1ccc(CCN2C(=O)c3ccccc3NC2c2cc(Cl)c(O)c(OC)c2)cc1 (centres undefined),26,0,1.2,-19,7,-11,-11,-0.3,-6,-1,-14
CCOc1ccc(Nc2nc(N)c([N+](=O)[O-])c(N3CCN(C)CC3)n2)cc1,-12,5,-0.7,-2,-10,3,13,-0.3,-19,-2,-2
CN(C1CCCCC1)S(=O)(=O)c1ccc(S(=O)(=O)N2CCN(CCC#N)CC2)cc1,1,16,-0.7,1,3,-17,1,0.4,7,1,-5
CC(C)Oc1ccc(S(=O)(=O)N(C(C)C)C(C)C)cn1,-5,0,1.5,12,-9,1,3,0.2,0,1,5
Cc1ccc(-n2nccc2-c2nn(-c3cccc(C(F)(F)F)c3)c(=O)n(C)c2=O)cc1,0,-21,-0.4,14,13,5,10,-0.6,3,-3,-9

# Main list, from the start:
SMILES,MITF TRPM1 inh,CF NFkB block,hiPSC survival,HIF-2a inh,TWEAK Fn14 block,KKLEB tox,Peg3 promoter,aDG glyco act,Shn3 inh set2,NR2E3 ag-1,NR2E3 ag-2
CCCCOC(=O)N/N=C/C=C/c1ccccc1,-30,-3,1.1,-133,-18,9,-159,-0.1,0,0,-32
Cc1cc(C)n(-c2ccc([N+](=O)[O-])cc2-c2nn[nH]n2)n1,-6,-72,2.2,17,-6,13,6,-0.1,-28,-1,9
COc1ccc(CCN2C(=O)c3ccccc3NC2c2cc(Cl)c(O)c(OC)c2)cc1 (centres undefined),26,0,1.2,-19,7,-11,-11,-0.3,-6,-1,-14
CCOc1ccc(Nc2nc(N)c([N+](=O)[O-])c(N3CCN(C)CC3)n2)cc1,-12,5,-0.7,-2,-10,3,13,-0.3,-19,-2,-2
CN(C1CCCCC1)S(=O)(=O)c1ccc(S(=O)(=O)N2CCN(CCC#N)CC2)cc1,1,16,-0.7,1,3,-17,1,0.4,7,1,-5
CC(C)Oc1ccc(S(=O)(=O)N(C(C)C)C(C)C)cn1,-5,0,1.5,12,-9,1,3,0.2,0,1,5
Cc1ccc(-n2nccc2-c2nn(-c3cccc(C(F)(F)F)c3)c(=O)n(C)c2=O)cc1,0,-21,-0.4,14,13,5,10,-0.6,3,-3,-9
O=C(Nc1nc2ccccc2[nH]1)c1ccc(Br)o1,-4,0,-0.7,-212,29,7,-156,0.6,-22,0,-163
CCN(CC)CCn1c2ccc(Cl)cc2c2nc(C)sc21,6,-20,3.0,-4,22,-3,22,0.2,18,4,-34
COc1ccc(CN2CC[C@H]3C=CC[C@@H](C(=O)NCCc4ccccc4)[C@H]3C2=O)cc1OC,-39,-21,-1.0,-57,-5,-4,-68,0.2,-17,5,-76
O=C(c1ccc(S(=O)(=O)N2CCOCC2)cc1)N(Cc1ccco1)Cc1cccs1,6,-4,6.1,11,15,-10,1,0.3,37,1,22
CC1CN(S(=O)(=O)c2cccc(C(=O)NCC3COc4ccccc4O3)c2)CC(C)O1 (centres undefined),13,-2,-0.6,6,9,-6,15,0.3,22,1,13
CC[C@]12C(=O)N(C)C[C@H]([C@@H]3C(=O)N(C)C(=O)[C@@H]31)N2C(=O)c1ccc(Cl)c(Cl)c1,2,-2,-1.0,10,11,6,12,-0.1,-6,·,-9
CCCCn1nnnc1C1(C)CCC(=O)N1Cc1cccnc1 (centres undefined),·,·,-0.1,-2,0,·,·,0.1,·,·,-2
COc1cccc(C2SCC(=O)N2c2ccc(Cl)cc2)c1OC (centres undefined),7,3,-1.1,9,-2,-1,11,0.2,-2,-1,9
O=C(NC1=NCCS1)c1cccc(S(=O)(=O)N2CCc3ccccc32)c1,4,7,1.2,11,24,-10,14,0.0,9,1,-15
COc1ccc(CN2CCCC(C(=O)N3CCCC3)C2)c(OC)c1 (centres undefined),-2,-3,0.2,11,5,4,-30,0.1,-6,-2,-4
CC(C)Nc1nc(-c2ccccc2)nc(-n2ccnc2)n1,-1,10,-0.8,-1,26,-2,5,1.6,-10,-1,-19
Cc1ccccc1OCC(=O)NC1=NCCS1,-37,6,-1.8,-140,24,4,-183,0.3,-87,-1,-65
CN(Cc1ccc2c(c1)OCO2)C(=O)c1cc(-c2ccccc2)c(N2CCOCC2)s1,8,23,-0.3,6,-9,-32,9,0.3,24,4,-31
O=C(c1cccc(F)c1)N1CCN(c2ccc([N+](=O)[O-])c(N3CCOCC3)c2)CC1,6,0,3.8,9,3,1,30,0.2,-12,-4,-20
CCCS(=O)(=O)n1nc(-c2ccc(C)cc2)cc1N,·,8,0.8,-86,-2,6,-47,-0.3,-51,0,-12
COc1ccc(Cc2nc(-c3cccnc3)no2)cc1OC,·,-4,3.8,-10,-26,7,-1,-0.3,-7,-1,-4
c1ccc(Cc2nn3c(-c4ccncc4)nnc3s2)cc1,-12,13,2.9,4,8,-2,7,0.0,1,-1,-20
CC(=O)N1CCc2cc(Br)cc(S(=O)(=O)NCCCN3CCCC(C)C3)c21 (centres undefined),0,-4,-0.3,9,-2,1,6,-0.1,-12,0,-4

# Limited to Shn3 inh set2, NR2E3 ag-1 and TWEAK Fn14 block (2 entries from above):
compound	Shn3 inh set2	NR2E3 ag-1	TWEAK Fn14 block
COc1ccc(CN2CCCC(C(=O)N3CCCC3)C2)c(OC)c1 (centres undefined)	-6	-2	5
CC(C)Nc1nc(-c2ccccc2)nc(-n2ccnc2)n1	-10	-1	26

# Other results:
SMILES,MITF TRPM1 inh,CF NFkB block,hiPSC survival,HIF-2a inh,TWEAK Fn14 block,KKLEB tox,Peg3 promoter,aDG glyco act,Shn3 inh set2,NR2E3 ag-1,NR2E3 ag-2
CCCC(=O)N1CCN(c2nnc(-c3ccccc3)c3ccccc23)CC1,11,5,0.3,17,-1,3,21,0.1,-11,-1,0
O=C(COc1ccc(Cl)cc1Cl)Nc1ccc(C(=O)Nc2ccccc2C(=O)O)cc1,-14,16,-0.4,-78,37,9,-28,0.0,-7,-3,-43
Cc1c(NC(=O)c2cc3c(s2)-c2ccccc2OC3)cccc1[N+](=O)[O-],-17,-25,2.5,-96,62*,22,-39,0.7,-6,-1,-45
Cc1ccc(C2=NCCn3c2c2ccc([N+](=O)[O-])cc2[n+]3[O-])cc1,4,-27,-1.3,-60,-12,-1,-19,-0.1,-20,4,4
Cc1cc(C)cc(C(=O)N[C@@H](C)C(=O)N2CCC3(CC2)NCCc2[nH]cnc23)c1,4,-11,-0.5,4,4,3,-5,0.0,-12,1,-13
CCCCC1(CC)COC(c2ccccc2)OC1 (centres undefined),·,-9,-1.3,13,-7,5,4,-0.2,-9,·,13
COc1ccc(F)cc1S(=O)(=O)Nc1cc2c3c(c1)CCC(=O)N3CCC2,6,4,-0.3,2,4,15,3,0.3,37,0,-2
Cc1cc(C)cc(NC(=O)CSc2nc3ccccc3nc2N2CCCCC2)c1,·,-1,1.0,7,4,-5,36,0.0,17,0,2
CC(=O)Nc1ccc(S(=O)(=O)N(C)CC(=O)OCC(=O)NNC(=O)c2ccccc2F)cc1,7,-6,0.2,5,1,5,-3,0.0,2,-6,-18
CCN(CC(=O)Nc1cccc(F)c1)Cc1nc2ccccc2c(=O)[nH]1,6,2,0.7,17,-3,1,11,0.6,7,1,0
COc1cc(Cl)c(C)cc1NC(=O)CC1CCCC1,6,9,0.0,-3,3,20,11,0.0,2,-1,-18
CCn1cc(CCC(=O)NC(C)c2ccccc2)c2ccccc21 (centres undefined),11,7,-0.4,24,10,2,10,0.1,16,-1,12
CCN1CCN(c2nc3ccccn3c(=O)c2C=O)CC1,-9,-11,-0.6,-2,19,15,-7,0.0,-4,1,2
Cc1onc(-c2ccccc2)c1C(=O)N1CCOC12CCN(c1cccc(F)n1)CC2,5,14,-0.7,15,11,-2,17,0.4,31,1,-15
CC(C)CN1CCC(C(=O)NC(c2ccc(F)cc2)c2ccc3ccccc3n2)CC1 (centres undefined),·,3,-1.1,-36,4,-5,-16,0.1,7,·,-14
CCN(CC(=O)Nc1ccccc1C(F)(F)F)C(=O)c1ccc(=O)n(Cc2ccccc2)n1,9,10,-0.5,-4,4,-4,12,0.0,4,0,-14
C=CCn1c(CNC(=O)c2cccs2)nnc1SCC(=O)Nc1ccc(C(=O)O)cc1,-13,-10,2.1,16,12,3,4,-0.2,-16,6,-13
Cc1onc(-c2c(F)cccc2Cl)c1C(=O)Nc1sc2c(c1C(N)=O)CCC2,13,-6,-2.0,-3,44,-4,52*,0.1,36,-1,18
O=[N+]([O-])c1cccc(S(=O)(=O)N2CN(c3ccc(Br)cc3)c3nc4ccccc4nc32)c1,8,-16,-0.8,-27,42,-4,-12,-0.3,1,·,-41
COCCNC(=O)CCn1nc(-c2ccc(Cl)cc2)ccc1=O,10,12,8.0,23,4,-4,6,-0.1,0,-2,-13
Cc1cccc2[nH]c(CN(C)C(=O)C3CCC(=O)N(CCc4ccccc4)C3)nc12 (centres undefined),4,10,-0.1,6,-8,6,4,0.0,-9,0,3
O=C(NCCS(=O)(=O)N1CCN(c2ccccc2F)CC1)c1cccc(Br)c1,9,6,-0.6,9,-3,-7,9,-0.1,8,2,28
Cc1ccccc1-c1nsc(SCC(=O)c2ccc(Cl)cc2)n1,1,-4,4.2,-5,-8,1,-17,0.0,5,1,-10
